CCT modulator: cytosolic chaperonin activity modulation; purified chaperonin ATPase assay, HTRF ADP detection, 30 min; activity change, % (concentration not given with the values), hits read low; actives 0.3% (n = 360,000); in the data active = activity change below about -30%; note: % is set by controls: 0 for no effect and ±100 for the full control effect
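First, chaperonin was dispensed at 40 nM or 20 nM final depending on batch activity. Next, compounds were pinned at 76 uM and ATP added at 10 uM. After 30 min at 37 °C, ADP detection reagents ran 30 min at ambient temperature.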
A549 viability: counter-screen for Nrf2 inhibitors: cytotoxicity in A549 cells | Potency, µM (doses to about 46 µM), inactives show at the highest dose activity change, negative = cytotoxicity, actives largely listed as inhibitors | AID 504648 | A549 ARE-Fluc cells, CellTiter-Fluor viability, 18-24 h | actives 0.16% (n = 390,000); note: potency is the fitted concentration of half-maximal effect; % is set by controls: 0 for no effect and ±100 for the full control effect
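Cytotoxicity counterscreen: CellTiter-Fluor fluorescence was measured in A549 ARE_Fluc cells after 18-24 h of compound exposure in a concentration series. The subsequent BugLite luminescent read reports ARE-luciferase activity.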
TGFb inhibitor: blocks TGF-b signaling | AID 588855 | Potency, µM (titrated, usually from 46.1 µM), without a hit: top-dose activity, negative = inhibition, hits mostly inhibitors | actives 1.2% (n = 410,000) | HepG2 CAGA-GFP TGF-b/SMAD3 reporter, GFP fluorescence, 18 h; TGF-beta stimulated, 500 pg/mL final; note: potency is the fitted concentration of half-maximal effect; % is set by controls: 0 for no effect and ±100 for the full control effect; nearly all actives have a fitted effect of over 65% in size
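HEPG2 CAGA-GFP cells (1000/well, DMEM with 1% FBS) were pre-incubated 2 h at 37 degrees C, given compound by pin tool, then stimulated with TGF-beta at 500 pg/mL final for 18 h before per-cell GFP fluorescence imaging.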
EPAC2 antagonist: EPAC2 (human) antagonism | actives 0.18% (n = 360,000) | AID 720708 | Q8WZA2 | Potency, µM (top dose mostly 114 µM), without a hit: top-dose activity, negative = inhibition, most hits filed as inhibitors | EPAC2 GEF exchange of Rap1B-BODIPY-GDP, fluorescence; note: potency is the fitted concentration of half-maximal effect; % is set by controls: 0 for no effect and ±100 for the full control effect; nearly all actives have a fitted effect of over 45% in size; many of its hits are not listed in these tables
Target sequence (Q8WZA2 whole entry, looked up): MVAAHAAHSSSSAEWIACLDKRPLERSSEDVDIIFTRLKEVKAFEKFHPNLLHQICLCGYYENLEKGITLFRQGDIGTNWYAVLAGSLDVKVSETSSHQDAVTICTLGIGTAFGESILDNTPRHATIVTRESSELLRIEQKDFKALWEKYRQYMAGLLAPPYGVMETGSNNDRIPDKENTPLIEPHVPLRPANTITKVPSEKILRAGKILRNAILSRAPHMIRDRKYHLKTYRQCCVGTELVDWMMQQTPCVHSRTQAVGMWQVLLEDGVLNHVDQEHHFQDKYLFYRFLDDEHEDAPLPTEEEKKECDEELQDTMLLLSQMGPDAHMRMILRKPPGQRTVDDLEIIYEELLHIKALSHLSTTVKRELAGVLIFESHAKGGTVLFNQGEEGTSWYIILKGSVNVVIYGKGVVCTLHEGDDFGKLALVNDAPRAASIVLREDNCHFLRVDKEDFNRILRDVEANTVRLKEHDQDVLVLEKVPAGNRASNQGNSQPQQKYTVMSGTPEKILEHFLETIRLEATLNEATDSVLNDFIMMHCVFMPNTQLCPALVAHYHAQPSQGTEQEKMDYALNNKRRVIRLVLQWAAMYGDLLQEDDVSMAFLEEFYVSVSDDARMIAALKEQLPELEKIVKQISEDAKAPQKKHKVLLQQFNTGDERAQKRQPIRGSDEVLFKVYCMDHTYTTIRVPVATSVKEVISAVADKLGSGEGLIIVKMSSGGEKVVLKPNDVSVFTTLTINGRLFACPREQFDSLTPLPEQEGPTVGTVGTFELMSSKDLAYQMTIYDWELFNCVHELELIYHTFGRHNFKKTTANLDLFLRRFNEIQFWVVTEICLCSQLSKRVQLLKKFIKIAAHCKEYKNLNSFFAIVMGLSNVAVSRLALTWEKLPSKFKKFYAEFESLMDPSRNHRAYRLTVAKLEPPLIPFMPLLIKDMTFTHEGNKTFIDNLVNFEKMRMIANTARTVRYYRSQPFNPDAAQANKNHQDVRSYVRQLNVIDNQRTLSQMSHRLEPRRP
Mm-Cpn inhibitor: inhibitors of Methanococcus maripaludis chaperonin (MmCpn); purified Mm-Cpn ATPase, ADP Transcreener TR-FRET; Potency, µM (top dose mostly 76.9 µM), inactives show at the top dose activity, negative = inhibition, actives largely listed as inhibitors; actives 0.031% (n = 330,000); AID 504842; note: potency is the fitted concentration of half-maximal effect; % is set by controls: 0 for no effect and ±100 for the full control effect; nearly all actives have a fitted effect of over 80% in size
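TR-FRET (320 nm excitation; 590 and 665 nm emission) reports ADP made from 10 uM ATP by 25 nM enzyme; compounds were preincubated 10 min, reaction run 30 min, both at 37°C.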
EPAC2 agonist: activates human EPAC2 exchange factor; Q8WZA2; EPAC2 activation, biochemical qHTS; response scale: 100% = 6.5 mM cAMP response; actives 0.079% (n = 360,000); Potency, µM (doses to about 154 µM), without a hit: at the top dose activation, most hits filed as activators; note: potency is the fitted concentration of half-maximal effect; nearly all actives have a fitted effect of over 50% in size
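Setup: EPAC2 100 nM, labeled Rap1B complex 250 nM, free GDP 50 uM. Compound titrations pinned in, brief spin, 5 min room temperature incubation. Kinetic fluorescence read over 30 min, normalized to 6.5 mM cAMP.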
Nrf2 ARE act: activates Nrf2 signaling. AREc32 ARE-luciferase reporter (MCF7-derived line), luminescence, 24 h. Potency, µM (series often up to 46.1 µM), inactives show at the highest dose activation, actives largely listed as activators. actives 0.31% (n = 410,000); note: potency is the fitted concentration of half-maximal effect; % of control where 0% means no effect; nearly all actives have a fitted effect of over 65% in size
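AREc32_Fluc, 1000 cells/well, OPTI-MEM + 5% FBS, o/n 37 deg C 5% CO2; 23 nL cpd by pin tool, 24 hr; Steady-Glo 30 min RT, luminescence.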
Nrf2 block: blocks Nrf2 signaling | A549 ARE-Fluc reporter, luciferase luminescence, 18-24 h | Potency, µM (titrated, usually from 46 µM), for the others: top-dose activity change, negative = inhibition, hits mostly inhibitors | actives 2.1% (n = 360,000); note: potency is the fitted concentration of half-maximal effect; % is set by controls: 0 for no effect and ±100 for the full control effect; nearly all actives have a fitted effect of over 60% in size
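Reporter: ARE-Fluc in A549. Exposure: 18-24 h, 37 °C, 5% CO2, 5% FBS OPTI-MEM. Readouts: fluorescent cytotoxicity (CellTiter-Fluor), then luminescent Nrf2 signal after BugLite.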
pAkt inh: Akt phosphorylation inhibition | Neuro2A IGF-stimulated pAkt S473 HTRF, 20 min; active compounds read low | activity change, % for hits at 50 µM | actives 0.32% (n = 360,000) | AID 651550; in the data active = activity change below about -80%; inconclusive = mostly about -51% to -80%; note: % is set by controls: 0 for no effect and ±100 for the full control effect
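Single-point screen (50 µM final compound) in Neuro2A cells stimulated 20 min with 6 nM IGF at 37 deg C. After lysis, Ser473-phosphorylated Akt read by HTRF (ex 330 nm, em 615/665 nm) as the 665/615 ratio.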
* hit, by the source's call; i = inactive; u = inconclusive; x = not tested or not shown; & = joins results of further samples; [ ] = dose if it differs, or a comment. Unless noted, calls come from the whole dose curve; as a rule, active = well fitted curve in the direction sought with a large enough effect; inconclusive = small, poorly fitted or top-dose-only effect, or another doubt; inactive = no such curve, though single readings can be large; an effect the other way counts as inactive or inconclusive.

Every second line gives: CCT modulator	A549 viability	TGFb inhibitor	EPAC2 antagonist	Mm-Cpn inhibitor	EPAC2 agonist	Nrf2 ARE act	Nrf2 block	pAkt inh
(1) COc1ccc(-c2ccc(SCC(=O)NCc3ccco3)nn2)cc1
    3.9	-1%	9%	13%	0%	8%	4.6%	u	i
(2) COc1ccc(C(=O)NCC(c2ccc(Cl)cc2)N2CCCCC2)cc1 (centres undefined)
    x	-7%	2%	x	x	x	-0.9%	4%	x
(3) CCOC(=O)c1c(C2CC2)csc1NC(=O)COC(=O)c1cnc(Cl)c(Cl)c1
    -0.6	6%	-11%	-2%	u	-1%	-0.6%	1%	i
(4) O=C(COc1ccc(Cl)cc1)NCCCNC(=O)c1ccccn1
    -0.4	2%	-2%	-6%	3%	6%	0.1%	0%	i
(5) O=C(CC12CC3CC(CC(C3)C1)C2)NCO
    0.7	0%	2%	-15%	0%	-1%	0.0%	x	i
(6) CCOC(=O)c1csc(COc2ccccc2Cl)n1
    -1.7	0%	4%	-2%	0%	0%	-0.7%	-20%	i
(7) CCc1cccc(NC2c3ccccc3C(=O)N2c2ccc(C)cn2)c1 (centres undefined)
    -0.4	1%	-17%	-20%	0%	12%	3.9%	6%	i
(8) Cc1cc(C)cc(-n2ccn(Cc3ccccc3C)c(=O)c2=O)c1
    x	-6%	u	x	x	x	0.1%	-4%	x
(9) COC(=O)c1ccccc1S(=O)(=O)N(CCCO)Cc1cc2c(C)ccc(C)c2[nH]c1=O
    -0.5	-7%	1%	-3%	-2%	15%	-0.3%	-8%	i
(10) CNC(=O)c1ccc(Nc2nc(-c3ccccc3)nc3ccccc23)cc1
    3.2	-24%	9%	-13%	1%	-1%	4.8%	23µM*	i
(11) COc1cccc(C(O)c2ncc(-c3ccc(C(F)(F)F)cc3)[nH]2)c1 (centres undefined)
    0.1	x	-11%	3%	x	-2%	4.8%	x	i
(12) CC1=C(C(N)=O)C(c2ccc(C(C)C)cc2)n2nc(SCc3ccccc3)nc2N1 (centres undefined)
    x	-13%	-13%	x	x	x	-1.3%	-4%[9.27 µM]	x
(13) C=C(C)CN(CC)C(=O)CSc1nc(O)cc(=O)n1C1CCCC1
    -1.2	15%	-12%	2%	3%	12%	2.9%	9%	i
(14) Cc1ccc(F)cc1C(=O)N1CCCC(c2cc(C(=O)NCc3ccc(F)cc3)no2)C1 (centres undefined)
    -2.3	x	-26%	-11%	x	10%	4.2%	x	i
(15) Cc1cc(N=Nc2ccc3ccccc3c2)ccc1O
    -17	-10%	u	-3%	3%	16%	9.0%	-14%	i
(16) CC1(C(=O)O)Cc2ccccc2C(=O)O1 (centres undefined)
    3.4	-4%[1.84 µM]	1%	6%	1%	9%	0.1%	16%	i
(17) CCCNc1nc2c(c(=O)[nH]c(=O)n2C)n1Cc1ccc(F)cc1
    -2.0	0%	2%	20%	-2%	-7%	6.2%	9%	i
(18) CCOC(=O)c1cc2c(nc1C)-c1cc(Cl)cc(Cl)c1OC2O (centres undefined)
    -0.6	27%	-8%	-4%[57.1 µM]	3%	10%	-0.5%	-1%	i
(19) NC(=O)c1cc([N+](=O)[O-])ccc1NCCc1ccccc1
    -0.1	-21%	6%	-4%	0%	-8%	4.0%	u	i
(20) CCCCNC(=O)c1cnc2c(-c3ccc(OCC)c(OCC)c3)c(C)nn2c1-c1ccccc1
    x	0%	-1%	x	x	x	-0.8%	25%	x

Every second line gives: CCT modulator	A549 viability	TGFb inhibitor	EPAC2 antagonist	Mm-Cpn inhibitor	EPAC2 agonist	Nrf2 ARE act	Nrf2 block	pAkt inh
(21) O=C1CC(c2ccc(F)cc2)Cc2nc(NCC3CCCO3)ncc21 (centres undefined)
    0.4	-1%	15%	9%	1%[15.4 µM]	-3%	0.4%	2%	i
(22) O=C(NCc1ccc2c(c1)OCO2)c1cc(=O)[nH]c2ccccc12
    -0.8	-5%	21%	5%	0%	7%	-0.4%	10%	i
(23) Cc1ccc(S(=O)(=O)N2CCCCC2)cc1C(=O)NCCN1CCOCC1
    0.3	-2%	-9%	-1%	1%	0%	-0.2%	7%	i
(24) CCn1cc(C2=NOC(C(=O)Nc3c(C)nn(Cc4ccc(F)cc4)c3C)C2)c(C)n1 (centres undefined)
    -0.1	-1%	-18%	2%	1%	8%	-0.8%	-20%	i
(25) C/C(=N\NC(=O)CNC(=O)c1ccco1)c1ccc(Br)cc1
    -3.1	-3%	2%	-7%	-1%	-1%	2.5%	-12%	i
(26) CCOC(=O)C1CCCN(C2CC(=O)N(c3cccc(C(F)(F)F)c3)C2=O)C1 (centres undefined)
    -0.1	-4%	31%[activator]	7%	-3%	0%	3.5%	4%	i
(27) C=CCn1c(NCc2ccc(OC)cc2O)nc2ccccc21
    1.3	7%	u	-20%	1%	9%	3.9%	5%	i
(28) COc1ccc(Nc2ncc3c(n2)CCN(C(=O)OC(C)(C)C)C3)cc1
    x	-9%	3%	x	x	x	0.3%	u	x
(29) Cc1ccc(S(=O)(=O)N2CCN(S(=O)(=O)N3CCCCCC3)CC2)cc1
    3.1	5%	8%	-10%	1%	10%	-0.2%	-1%	i
(30) N#CCC(=O)Nc1ccc(C(=O)Nc2cccc(S(N)(=O)=O)c2)cc1
    1.8	-1%	-23%	1%	-2%	5%	0.4%	-3%	i
(31) Cc1nn(CC#N)c(=O)n1-c1ccc(Cl)cc1
    -5.1	9%	-12%	-11%	-1%	8%	0.4%	3%	i
(32) Cc1ccc(NC(=O)c2cc(S(=O)(=O)N(C)C)ccc2N2CCCC2)cc1S(=O)(=O)N(C)C
    -4.4	-16%	0%	-2%	-2%	-4%	-0.6%	10%	i
(33) Cc1cc(C(=O)CC#N)c(C)n1CC(F)(F)F
    -0.4	-1%	-3%	6%	-1%	-9%	0.3%	x	i
(34) CC1CN(C(=O)N2c3ccccc3Sc3ccccc32)CC(C)O1 (centres undefined)
    0.3	11%	-29%	u	0%	18%	0.1%	4%	i
(35) O=C(NCc1ccco1)c1c(F)c(F)c(F)c(C(=O)NCc2ccco2)c1F
    0.8	0%	-22%	-6%	0%	9%	12%	3%	i
(36) Clc1ccccc1-c1nn2c(Cn3cnc4ccccc43)nnc2s1
    -3.0	-1%	-15%	24%	1%	-2%	0.2%	-14%	i
(37) COc1cccc(-c2nc(N3CCCC3)c3ccccc3n2)c1O
    -0.4	0%	-3%	2%	0%	-1%	6.1%	1%	i
(38) COc1ccc(C2OC(CCc3ccccc3)CC3=C2C(=O)OC(C)(C)O3)cc1 (centres undefined)
    1.5	x	u	2%	x	15%	0.9%	x	i
(39) Cc1ccc(C)c(OCC(=O)NNC(=O)CSC(=S)N2CCCC2)c1
    -4.1	-4%	u	8%	1%	-1%	-0.7%	7%	i
(40) Cc1ccc(Cl)cc1N1CCN(C(=O)Cc2csc(Nc3nc(=S)[nH]c4ccccc34)n2)CC1
    -0.6	3%	7%	13%	-3%	-5%	3.3%	u	i

Every second line gives: CCT modulator	A549 viability	TGFb inhibitor	EPAC2 antagonist	Mm-Cpn inhibitor	EPAC2 agonist	Nrf2 ARE act	Nrf2 block	pAkt inh
(41) COc1ccc(CNc2cc(C)nc3ccc(OC)cc23)cc1
    -0.8	7%	27%	7%	-3%	7%	13%	1%	i
(42) CCN(CC)c1ccc(/C=C(\C#N)C(=O)c2ccc(Br)cc2)cc1
    -0.2	0%	284%[activator]	123%[activator]	-6%	100µM*	5.5%	-24%	i
(43) COc1ccc(S(=O)(=O)NCC(c2ccc3c(c2)OCO3)N2CCOCC2)cc1 (centres undefined)
    1.5	-6%	0%	-5%	0%	-1%	0.1%	3%	i
(44) O=C(Nc1ccc(Cl)cc1)N1CCC(c2nc(-c3cccs3)no2)CC1
    -1.5	u	u	-18%	4%	23%	6.0%	u	i
(45) O=C(CCN1C(=O)CSc2ccccc21)Nc1cccc(C(F)(F)F)c1
    0.1	-1%	-17%	u	-1%	1%	0.3%	u	i
(46) CC(SCc1ccccc1)C(=O)Nc1ccccc1F (centres undefined)
    -3.5	20%	-7%	-4%	1%	7%	0.3%	12%	i
(47) CN(C(=O)Cn1cc(C(F)(F)F)ccc1=O)c1c(N)n(Cc2ccccc2)c(=O)[nH]c1=O
    3.6	0%	17%	3%	1%	-3%	0.0%	4%	i
(48) NC(=S)NN=C1CCCCC12CCCC2
    -1.9	-3%	-20%	10%	x	-2%	8.0%	-18%	i
(49) COc1ccc(N2C(=O)c3ccccc3C2=O)cc1
    -3.8	0%&-3%	-3%	-28%	-2%	11%	10%	u	i
(50) COc1ccc(/C(O)=C2\C(=O)C(=O)N(Cc3ccco3)C2c2cc(OC)ccc2OC)cc1 (centres undefined)
    -6.6	-9%	1%	-2%	-5%	8%	-0.1%	u	i
(51) O=S(=O)(c1ccc2[nH]ccc2c1)N1CCCCCC1
    -3.8	0%	-15%	u	-4%	4%	0.4%	-17%	i
(52) O=C(Nc1cccc(Cl)c1Cl)c1ccncc1
    1.9	2%	-2%	10%	0%	-4%	-0.2%	-19%	i
(53) Nc1nc2c(ncn2[C@@H]2O[C@H](CNC(=O)[C@H](N)C3CCCCC3)[C@@H](O)[C@H]2O)c(=O)[nH]1
    1.6	x	2%	5%	x	6%	-0.3%	x	i
(54) CC1=Nc2ccccc2/C1=C/c1sc(=O)n(CC(=O)N2CCCC2)c1O
    1.2	-15%	-2%	13%	-2%	-7%	0.5%	3%	i

A portion of the library; rates above refer to the full screens.
